Tb PGK inh: qHTS Assay to Find Inhibitors of Phosphoglycerate Kinase; Potency, µM (highest dose often 57.5 µM), for the others: at the top dose activity change, negative = inhibition, actives largely listed as inhibitors; PGK/GAPDH coupled, Kinase-Glo luminescence, 60 min; 380,000 compounds, 0.043% hits; further: potency means the concentration at half of the fitted maximal effect; on the % scale 0 is the no-effect control and ±100 the full control effect; nearly all actives have a fitted effect of over 60% in size
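Recombinant glycosomal PGK reaction used 1,3-bisphosphoglycerate generated in-well by GAPDH (100nM final) in 100mM TEA pH 7.6, 5mM MgCl2, 0.01% Tween-20. After 60 minutes at room temperature, ATP was read by Kinase-Glo Plus luminescence end-point.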
APEX1 inh: qHTS Assay for Inhibitors of the Human Apurinic/apyrimidinic Endonuclease 1 (APE1) | DNA repair nuclease/redox regulator APEX1 (Homo sapiens), P27695 | recombinant APE1, TAMRA/BHQ-2 abasic DNA cleavage fluorescence | Potency, µM (series often up to 65.8 µM), for inactives: at the top dose activity change, negative = inhibition, actives largely listed as inhibitors | 350,000 compounds, 0.35% hits | AID 2517, 2012;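 further: potency means the concentration at half of the fitted maximal effect; plate controls were vehicle for no effect and reference inhibitor for full effect; nearly all actives have a fitted effect of over 55% in size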
Target sequence (P27695 whole entry, looked up): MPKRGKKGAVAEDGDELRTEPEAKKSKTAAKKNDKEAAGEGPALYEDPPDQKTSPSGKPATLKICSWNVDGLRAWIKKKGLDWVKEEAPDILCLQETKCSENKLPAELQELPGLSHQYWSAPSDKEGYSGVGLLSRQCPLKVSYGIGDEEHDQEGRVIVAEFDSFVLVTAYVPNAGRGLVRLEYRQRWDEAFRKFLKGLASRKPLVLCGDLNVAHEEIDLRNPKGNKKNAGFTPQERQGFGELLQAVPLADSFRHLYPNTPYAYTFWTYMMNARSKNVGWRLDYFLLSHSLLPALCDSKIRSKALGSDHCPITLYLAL
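Step 1: APE1 (0.75 nM) with compound, 15 min RT. Step 2: add 50 nM fluorophore/quencher THF duplex. Step 3: three fluorescence reads 60 s apart (525/598 nm); read 3 minus read 1 = reaction progress.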
Apoferritin bind: qHTS Assay for Identification of Novel General Anesthetics. apoferritin/1-aminoanthracene competitive binding, fluorescence. Potency, µM (titrated, usually from 77.5 µM), inactives show top-dose activity change, negative = displacement, usual class: inhibitors. 350,000 compounds, 0.074% hits. AID 485281, 2010; further: potency means the concentration at half of the fitted maximal effect; on the % scale 0 is the no-effect control and ±100 the full control effect; nearly all actives have a fitted effect of over 20% in size
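Read-out: endpoint 1-AMA fluorescence, excitation 380 nm and emission 535 nm, after compounds sit 10 min at room temperature with 10 uM horse-spleen apoferritin in 50% saturated 1-AMA/PBS. Values come from four-parameter Hill fits.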
BLM helicase inh: qHTS Assay for Inhibitors of Bloom's syndrome helicase (BLM); 350,000 compounds, 0.2% hits; Potency, µM (titrated, usually from 56.1 µM), without a hit: at the top dose activity change, negative = inhibition, hits mostly inhibitors; recombinant BLM DNA unwinding, fluorescence dequenching;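 further: potency means the concentration at half of the fitted maximal effect; plate controls were vehicle for no effect and no enzyme for full effect; nearly all actives have a fitted effect of over 35% in size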
POLH inh: qHTS for Inhibitors of Polymerase Eta. 390,000 compounds, 1.2% hits. Potency, µM (titrated, usually from 114 µM), without a hit: at the highest dose activity change, negative = inhibition, actives largely listed as inhibitors. DNA polymerase eta (Homo sapiens), Q9Y253. AID 588591, 2011. recombinant Pol eta, fluorescent DNA replication assay; further: potency means the concentration at half of the fitted maximal effect; on the % scale 0 is the no-effect control and ±100 the full control effect
Target sequence (Q9Y253 whole entry, looked up): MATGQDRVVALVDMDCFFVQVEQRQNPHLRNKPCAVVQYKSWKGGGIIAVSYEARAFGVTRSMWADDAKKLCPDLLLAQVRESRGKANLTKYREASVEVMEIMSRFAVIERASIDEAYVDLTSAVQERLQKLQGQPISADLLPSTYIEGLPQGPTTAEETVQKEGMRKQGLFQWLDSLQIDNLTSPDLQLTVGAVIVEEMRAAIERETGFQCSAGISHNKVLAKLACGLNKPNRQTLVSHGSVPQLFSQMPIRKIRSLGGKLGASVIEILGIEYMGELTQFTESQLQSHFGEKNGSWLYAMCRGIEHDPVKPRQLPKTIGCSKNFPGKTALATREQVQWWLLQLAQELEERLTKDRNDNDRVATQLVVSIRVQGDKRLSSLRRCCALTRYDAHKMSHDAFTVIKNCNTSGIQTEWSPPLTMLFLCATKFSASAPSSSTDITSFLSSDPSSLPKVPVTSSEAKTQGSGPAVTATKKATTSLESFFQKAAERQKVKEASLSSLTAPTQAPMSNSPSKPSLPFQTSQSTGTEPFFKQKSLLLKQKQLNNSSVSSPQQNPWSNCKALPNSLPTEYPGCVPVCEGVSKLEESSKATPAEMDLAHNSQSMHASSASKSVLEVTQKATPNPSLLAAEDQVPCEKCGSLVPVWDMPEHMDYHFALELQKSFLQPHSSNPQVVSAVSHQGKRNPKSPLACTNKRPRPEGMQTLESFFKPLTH
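Pol eta (10 nM) was preincubated with compounds for 15 min at room temperature, after which fluorescent replication substrate (50 nM final) was added to start the reaction. Fluorescence was read kinetically at 0 and 10 min.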
POLI inh: qHTS for Inhibitors of Polymerase Iota. Potency, µM (top dose mostly 115 µM), for the others: at the top dose activity, negative = inhibition, usual class: inhibitors. Pol iota fluorescent replication assay, 10 min. 390,000 compounds, 1% hits. AID 588590, 2011; further: potency means the concentration at half of the fitted maximal effect
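Pol iota at 10 nM preincubated 15 min with compounds at room temperature; reaction started with fluorescent substrate, 50 nM final. Fluorescence read kinetically at 0 and 10 min; buffer-only wells as negative control.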
RXFP1 antagonist: qHTS Assay for Antagonists of the Relaxin Receptor RXFP1; Relaxin receptor 1 (Homo sapiens), Q9HBX9; HEK293-RXFP1, relaxin-stimulated cAMP HTRF, 30 min; stronger effect = lower value; activity change, negative = inhibition, % at 57.5 µM; 350,000 compounds, 0.59% hits;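 active means activity change of -60% or lower, but not beyond a set lower limit; inconclusive means change between -60% and -40%, or beyond the set limit; inactive means change above -40%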; further: on the % scale 0 is the no-effect control and ±100 the full control effect
POLK inh: qHTS for Inhibitors of Polymerase Kappa. DNA polymerase kappa (Homo sapiens), Q9UBT6. purified Pol kappa, fluorescent DNA synthesis assay, 10 min. Potency, µM (series often up to 107 µM), for inactives: top-dose activity, negative = inhibition, hits mostly inhibitors. 400,000 compounds, 0.53% hits; further: potency means the concentration at half of the fitted maximal effect; on the % scale 0 is the no-effect control and ±100 the full control effect
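Kinetic fluorescence readout at 0 and 10 min followed reaction start with substrate at 50 nM final. Beforehand, enzyme (10 nM Pol kappa) stood 15 min with compound at room temperature; buffer-only wells were negative controls.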
POLB inh: qHTS Assay for Inhibitors of DNA Polymerase Beta; Potency, µM (top dose mostly 114 µM), inactives show at the top dose activity change, negative = inhibition, hits mostly inhibitors; Pol beta primer extension/strand displacement, fluorescence kinetic; P06746; 340,000 compounds, 1.3% hits; further: potency means the concentration at half of the fitted maximal effect; on the % scale 0 is the no-effect control and ±100 the full control effect
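Curves were derived by four-parameter Hill fits of normalized qHTS data. The kinetic fluorescent primer-extension read was taken at 0 and 10 min after 50 nM substrate, following a 15 min room-temperature preincubation of 10 nM enzyme with compounds.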
* marks the source's active call; other numbers are inactive results; i = inactive; ? = inconclusive; . = no result given; & = joins results of further samples; [ ] = another dose, or the depositor's remark. Unless noted, the call rests on the fitted dose curve; in most records, active means well fitted curve in the direction sought with a large enough effect; inconclusive means small, poorly fitted or top-dose-only effect, or another doubt; inactive means no such curve, though single readings can be large; an effect the other way counts as inactive or inconclusive. A portion of the library; the hit share may differ from the screen's.

SMILES	Tb PGK inh	APEX1 inh	Apoferritin bind	BLM helicase inh	POLH inh	POLI inh	RXFP1 antagonist	POLK inh	POLB inh
COc1ccc(CNC(=O)CCC2N=C3c4ccccc4N=C(SCc4ccc(F)cc4)N3C2=O)cc1 (stereo not given)	-7%	.	-19%	-1%	-2%	-13%	-11	-8%[60.1 µM]	2%
O=C(N/C(=N\O)c1ccccc1)Nc1ccc(Cl)cc1	i	1%	-7%	-1%	-15%	?	-6	-3%	-2%
CC1=C/C(=N\OS(=O)(=O)c2ccccc2)C(C)=CC1=O	-4%	-2%	?	-4%	-6%	-6%	?	3%	21%
Cc1cccc(OCCn2c(SCC(N)=O)nc3ccccc32)c1	i	.	33%[activator]	2%	-20%	-5%	.	4%	1%
CCOC(=O)CSc1nnc(Cc2ccccc2)n1Cc1ccco1	5%	12%	-13%	2%	5%	-6%	-5	-10%	22%
CCN(CC)S(=O)(=O)c1ccc(NC(=O)CN(c2cccc(C)c2)S(C)(=O)=O)cc1	6%	-4%	-4%	-6%	-14%	?	4	-15%	-9%
COc1ccc2c(c1)c(C(=O)CN1CCC(C(N)=O)CC1)c(C)n2C	-2%	-2%	-6%	26%	-15%	3%	2	-12%	10%
CCOc1ccc(OCC)c(Nc2ccc3cc(S(=O)(=O)N4CCCC4)ccc3n2)c1	i	.	289%[activator]	-11%	-12%	-3%	-2	-6%	-17%
Cc1c(/C=N\NC(=O)C2COc3ccccc3O2)c2ccccc2n1C (stereo not given)	-1%	17%	-9%	-9%	?	13%	4	-7%	3%
CCOC(=O)[C@@H]1[C@H]2COc3ccccc3[C@@H]2N2C(=O)N(c3cccc(F)c3)C(=O)[C@@]12C	0%	2%	.	.	-15%	-8%	.	-5%	.
COC(=O)[C@H](Cc1ccccc1)NC(=O)N1CCCCC1C (stereo not given in full)	1%	-1%	-10%	-3%	-17%	31%[activator]	4	3%	26%
NS(=O)(=O)c1cccc(C(=O)NC2CCSc3ccccc32)c1 (stereo not given)	0%	48%[activator]	-19%	-4%	-14%	25%	2	5%	11%
CCC(=O)Nc1ccc(-c2ccc(N3CCN(C)CC3)nn2)cc1	1%	29%	-4%	-7%	-2%	-5%	-5	-7%	-1%
CCCCCc1nnc(NC(=O)NS(=O)(=O)c2ccc(C)cc2)s1	-7%	4%	-4%	-4%	-8%	116%[activator]	1	-12%	87%
CC(C)(C)C(=O)/C=C1\NC(=O)CS1	i	-8%	4%	-4%	-18%	75%[activator]	-18	-6%	1%
CCCCOc1ccc(Cn2c(=O)sc3ccccc32)cc1	-8%	.	61%[activator]	-8%	-8%	5%	-15	-4%	88%
COc1ccc(OC)c(CNC(=O)CCS(=O)(=O)c2ccc3c(c2)oc(=O)n3C)c1	-7%&-12%	-5%	-8%&-8%	0%&0%	-3%&0%	38%&10%	15&-6	-5%&6%	4%&21%
COc1ccccc1N1CCN(C(=O)/C=C/c2ccc(C)cc2)CC1	-4%	-5%	5%	-2%	?	25%	.	8%	23%
O=C(NCCCN1CCCC1)c1ccc2c(c1)N(Cc1ccccc1)CCS2	-8%	18%	53%[activator]	4%	-17%	-11%	-10	-3%	38%
Cc1ccc(S(=O)(=O)N2CCC(N3CCC(C)CC3)CC2)cc1	-5%	7%	-9%	0%	-1%	54%[activator]	-10	0%	7%
CCOC(=O)CNC(=O)N1CCCC(CNS(=O)(=O)c2cccs2)C1 (stereo not given)	-8%	0%	-2%	-6%	-10%	53%[activator]	-2	-6%	-12%
CCN1C(=O)/C(=C\c2nc3ccccc3c(=O)n2-c2ccccc2)c2ccccc21	0%	-2%	6%	-7%	?	-22%	3	-16%	30%
CC(C)C(NC(=O)C1CCCCC1)C(=O)NC1CCN(Cc2ccccc2)CC1 (stereo not given)	.	-10%	-1%	-1%	.	.	.	.	10%
O=C(NCc1ccc2c(c1)OCO2)C1CCCN(C(=O)c2ccc(Cl)cc2)C1 (stereo not given)	5%	0%	-2%	-3%	-12%	23%	17	-4%	9%
CC[C@]12c3[nH]c4cc(-c5ccco5)ccc4c3CCN1C(=O)[C@@H](CC(=O)NCc1ccco1)C[C@@H]2C(=O)N1CCN(C(=O)C2CC2)CC1	-6%	-21%	.	.	-18%	-7%	.	12%	.
CC[C@H](C)[C@H](NC(=O)[C@H](CCC(=O)O)NC(=O)CNC(=O)[C@@H](NC(=O)[C@@H]1CCCN1C(=O)[C@@H](NC(=O)[C@@H]1CCCN1C(=O)[C@@H]1CCCN1C(=O)[C@H](CC(N)=O)NC(=O)[C@H](CC(N)=O)NC(=O)[C@@H](NC(=O)[C@H](CCSC)NC(=O)[C@H](Cc1c[nH]c2ccccc12)NC(=O)CNC(=O)[C@@H](NC(=O)[C@H](CCC(N)=O)NC(=O)[C@@H](N)CCC(=O)O)[C@@H](C)CC)[C@@H](C)O)[C@@H](C)CC)C(C)C)C(=O)O	.	-8%	-6%	0%	.	.	.	7%[60.1 µM]	.
Cc1cc(N=Cc2cc(Br)ccc2O)no1	-6%	0%	35%[activator]	-1%	-15%	39%	9	-5%	-1%
O=C(O)Cn1nnn(-c2ccccc2)c1=S	1%	17%	-7%	-5%	8%	3%	-17	-7%	43%
CCN(CC)C(=O)[C@H]1C[C@H](CC(=O)NCC23CC4CC(CC(C4)C2)C3)C(=O)N2CCc3c([nH]c4cc(-c5ccco5)ccc34)[C@]12C	0%	-19%	.	.	-16%	7%	.	-1%	.
Cc1ccccc1NC(=O)Cn1nnc(-c2ccc(N3CCOCC3)cc2)n1	-10%	-5%	-12%	2%	-4%	10%	-7	2%	20%
COc1ccc(NC(=O)c2cc(-c3ccccc3Cl)on2)cc1	-5%	-2%	-12%	1%	?	-16%	-8	-11%	26%
COC(=O)c1ccc(S(=O)(=O)N2CCC(O)CC2)n1C	-3%	-5%	3%	3%	-17%	43%[activator]	2	1%	-9%
COc1ccccc1CNC(=O)CCNS(=O)(=O)c1cccc2nsnc12	-3%	-2%	-8%&-13%	1%&-1%	-14%&6%	8%&4%	12	4%&-6%	10%&1%
CCC(CC)NC(=O)CSc1ccc(S(=O)(=O)N2CCOCC2)cn1	8%	-6%	.	.	-5%	-10%	-2	-1%	.
Cc1c(NC(=O)CN2CCCc3ccccc32)c(=O)n(-c2ccccc2)n1C	-17%	4%	-10%	-6%	-15%	8%	-8	1%	-10%
COc1ccc(Cc2nc3c4c(ncn3n2)Oc2ccc3ccccc3c2C4c2ccc(OC)c(OC)c2)cc1 (stereo not given)	i	-3%	0%	-3%	-1%	27%	-1	-4%	34%
COc1ccc(-n2c(SCC(=O)N3CCCCC3)nc(O)cc2=O)cc1	6%	4%	?	-12%	-11%	?	13	-10%	?
COc1cc(-c2nnc(NC(=O)C3=COCCO3)o2)cc(OC)c1OC	-2%	43%[activator]	.	.	-20%	7%	-17	0%	.
CSc1nnc([C@H](C)NC(=O)OC(C)(C)C)o1	-3%	2%	-7%	-1%	-3%	-1%	10	-6%	17%
Cc1cc(C)c(C(=O)CSC2=NC(N)=C(C#N)C3(CCCCC3)C2C(N)=O)cc1C (stereo not given)	3%	15%	?	-7%	-24%	-1%[58.9 µM]	-1	0%	16%
CCC(=O)Nc1ccc(NC(=S)NC(=O)c2cc3ccccc3o2)cc1	i	-4%	2%	1%	-11%	6%	-20	-7%	0%
CCOC(=O)c1cccc(NC(=O)NCc2ccc3c(c2)CCN3C(=O)CC)c1	6%	.	-19%	-6%	-17%	10%	3	-6%[60.1 µM]	3%
O=C(CSc1nc2ccccc2o1)Nc1nncs1	-1%	0%	-6%	-1%	-14%	10%	-2	-4%	-1%
Cc1c(CCC(=O)NC2CC2)c(=O)oc2c(C)c(O)ccc12	-10%	11%	.	-7%	-7%	-6%	.	-20%	3%
[N-]=[N+]=N[C@@H](CCN1CC[C@H](NC(=O)OCc2ccccc2)CCC1=O)c1ccccc1	3%	-8%	-13%	-4%	-8%	16%&-12%	.	-16%&-24%	47%
O=S(=O)(NCCSc1ccccc1)c1cccs1	8%	-2%	-16%	-2%	-13%	9%	3	-9%	3%
COc1ccc(CNC(=O)CCCc2cn(C)c3ccccc23)c(OC)c1	4%	.	48%[activator]	1%	-17%	-25%	0	-1%[60.1 µM]	0%
Cc1ccccc1C(=O)Nc1nc2n(n1)C(c1ccccc1)CC(=O)N2 (stereo not given)	-1%	12%	-14%	-9%	-4%	-11%	-5	0%	35%
CCN(CC)CCCN(C(=O)Cn1nnc(-c2ccc(OC)c(OC)c2)n1)C(C(=O)NC(C)(C)C)c1ccc(F)cc1 (stereo not given)	2%	0%	-10%	-8%	-2%	?	7	-12%	7%
COc1ccccc1N1CCN(S(=O)(=O)c2ccc(Cl)cc2)CC1	0%	-6%	-17%	-9%	-10%	-27%	-11	-5%	10%
Cc1ccc(NC(=O)c2cc(-c3cccc(O)c3)on2)cc1C	3%	-4%	?	-8%	-9%	-8%	?	-14%	2%

Only RXFP1 antagonist, Tb PGK inh and POLK inh, for some of the entries so far:
canonical_smiles | RXFP1 antagonist | Tb PGK inh | POLK inh
COC(=O)c1ccc(S(=O)(=O)N2CCC(O)CC2)n1C | 2 | -3% | 1%
CCCCCc1nnc(NC(=O)NS(=O)(=O)c2ccc(C)cc2)s1 | 1 | -7% | -12%

Bioassay records deposited in PubChem BioAssay by National Center for Advancing Translational Sciences (NCATS).
